# Compound activity as filed in PubChem.
# Scp1 inh: Scp-1 phosphatase inhibitors, primary screen, biochemical, colorimetric, uHTS; Carboxy-terminal domain RNA polymerase II polypeptide A small phosphatase 1 (Homo …; Recombinant Scp1, phosphopeptide, malachite green phosphate absorbance; inhibition, % at 20 µM; actives 0.88% (n = 340,000); AID 493091, 2011;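 active means inhibition above about 50% at 20 µM, limit read from the data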;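 further: plate controls were DMSO wells with enzyme for no effect and wells lacking enzyme for full effect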
# Target sequence (Q9GZU7 76-261 limits assumed): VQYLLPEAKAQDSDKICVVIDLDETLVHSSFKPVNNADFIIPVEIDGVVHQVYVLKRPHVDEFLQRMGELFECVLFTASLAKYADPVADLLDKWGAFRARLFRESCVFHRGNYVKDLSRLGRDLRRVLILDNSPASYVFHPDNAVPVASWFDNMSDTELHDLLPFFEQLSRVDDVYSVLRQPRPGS
#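 Incubation: 45 min enzyme reaction at room temperature / System: truncated SCP-1 phosphatase (76-261aa) / Reagent: Phospho 17-mer peptide substrate / Buffer or medium: Acidic Tris acetate buffer with magnesium and detergent / Signal: absorbance at 630 nm / Doses: one concentration, 20 µM, with 1.0% DMSO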
# SUMO1 PPI mod: modulators of SUMO1 protein-protein interactions, primary screen, biochemical, uHTS; inhibition, % at 20 µM; SUMO1 binding to a labelled peptide, TR-FRET, 1 h; Small ubiquitin-related modifier 1 (Homo sapiens), P63165; actives 0.33% (n = 360,000); in the data active means inhibition above about 37%
# Target sequence (P63165 whole entry, looked up): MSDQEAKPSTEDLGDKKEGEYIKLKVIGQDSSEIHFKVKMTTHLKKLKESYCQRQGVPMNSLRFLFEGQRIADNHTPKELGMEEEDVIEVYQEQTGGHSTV
# Neddylation inh: inhibitors of cullin neddylation, primary screen, biochemical, TR-FRET, uHTS, NAE and Ubc12; NEDD8-conjugating enzyme Ubc12 (Homo sapiens) + NEDD8-activating enzyme E1 regulatory …; calls only at 25 µM; actives 0.58% (n = 360,000); AID 651699, 2012; in the data active means inhibition above about 36%
# SKN-1 inh: suppressors of acrylamide-induced Pgst-4::GFP reporter in worms, primary screen, SKN-1 inhibitor project, whole organism, uHTS, GFP/RFP fluorescence ratio, strain VP596; C. elegans VP596 Pgst-4::GFP/RFP ratio, 24 h; inhibition, % at 21.8 µM; actives 0.49% (n = 360,000); AID 624304, 2012;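 active means interference check ratio from 0.5 to 1.5 plus GFP to RFP signal ratio inhibition reaching or exceeding a fixed threshold, cut at about 30% in these data, passing the limit was not always enough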; further: some compounds called inactive have numbers as strong as hits
# NadD block: inhibitors of S. aureus NadD, primary screen, biochemical, colorimetric, uHTS | Nicotinate-nucleotide adenylyltransferase NadD (Staphylococcus aureus N315) | purified NadD enzyme, colorimetric absorbance read-out | inhibition, % at 20 µM | actives 0.78% (n = 360,000); in the data active means inhibition above about 26%; further: some compounds past the cut are filed as inactive
# CendR NRP1 mod: modulators of CendR peptide binding to NRP-1, primary screen, biochemical, fluorescence polarization, uHTS | Neuropilin-1 (Homo sapiens), O14786 | FAM-RPARPAR peptide binding to NRP-1 | inhibition, % at 25 µM | actives 0.85% (n = 360,000) | AID 602438, 2012;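 active means inhibition or corrected inhibition above about 18%, plus a signal ratio from 0.5 to 1.5, limit read from the data, passing the limit was not always enough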; further: strong numbers were not always called active
# TbMetRS inhib: T. brucei MetRS inhibitors, primary screen, biochemical, luminescence; purified T. brucei MetRS, ATP depletion, Kinase-Glo luminescence; actives 0.4% (n = 360,000); AID 624268, 2012; inhibition, % at 11.9 µM;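 active means inhibition above a per-plate cutoff of the control wells' mean inhibition plus 3 SD, cut at about 5.5% in these data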;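 further: 0% = DMSO wells median and 100% = median of wells with control inhibitor compound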
#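 Material – parasite MetRS enzyme · Medium – HEPES-MgCl2-KCl buffer plus DTT, spermine, BSA, pyrophosphatase · Reagent – ATP, methionine and E. coli bulk tRNA substrates · Times – 15 min enzyme-compound preincubation, 2 h reaction, 10 min detection, 25 °C · Measured by – luminescence of leftover ATP · Evaluation – percent inhibition relative to median high and low control wells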
# STEP block: STEP phosphatase inhibitors, primary screen, biochemical, fluorescence intensity, uHTS. Tyrosine-protein phosphatase non-receptor type 5 (Homo sapiens), P54829. recombinant STEP, OMFP fluorogenic substrate. inhibition, % at 20 µM. actives 0.25% (n = 360,000). AID 588621, 2011;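 active means inhibition at 20 µM, scaled per plate between control wells, above about 37%, limit read from the data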;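 further: 0% = DMSO with enzyme and substrate and 100% = substrate only without enzyme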
# Target sequence (P54829 whole entry, looked up): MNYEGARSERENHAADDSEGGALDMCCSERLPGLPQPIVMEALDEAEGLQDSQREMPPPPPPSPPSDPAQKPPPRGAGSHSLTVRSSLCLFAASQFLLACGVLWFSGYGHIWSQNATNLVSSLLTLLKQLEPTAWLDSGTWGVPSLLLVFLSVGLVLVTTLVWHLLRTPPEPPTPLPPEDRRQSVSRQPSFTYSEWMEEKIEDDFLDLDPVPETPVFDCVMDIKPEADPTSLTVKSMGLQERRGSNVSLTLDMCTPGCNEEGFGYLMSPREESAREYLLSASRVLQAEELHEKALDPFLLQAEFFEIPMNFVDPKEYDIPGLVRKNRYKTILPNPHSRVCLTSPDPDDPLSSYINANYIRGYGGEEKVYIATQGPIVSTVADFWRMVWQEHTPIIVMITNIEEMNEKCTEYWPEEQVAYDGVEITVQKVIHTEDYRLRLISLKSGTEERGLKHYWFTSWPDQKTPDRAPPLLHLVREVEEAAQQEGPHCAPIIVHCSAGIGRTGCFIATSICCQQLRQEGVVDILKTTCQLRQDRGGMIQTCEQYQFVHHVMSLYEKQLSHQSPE
#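 Assay system: isolated STEP enzyme / Timing: 20 min at room temperature, dark / Doses: 20 µM, 1% DMSO / Technique: fluorescence intensity, excitation 480 nm, emission 540 nm / Reagent: fluorogenic phosphatase substrate OMFP at 25 µM final / Measure: percent inhibition scaled to no-enzyme and uninhibited-enzyme controls, plate-pattern corrected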
# LMPTP block: LMPTP phosphatase inhibitors, primary screen, biochemical, fluorescence intensity, uHTS; recombinant LMPTP-A, OMFP fluorogenic substrate; Low molecular weight phosphotyrosine protein phosphatase (Homo sapiens), P24666; actives 0.22% (n = 360,000); AID 651560, 2012; inhibition, % at 20 µM;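 active means compounds that cut the enzyme signal by at least half of the control window in the single-dose screen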;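 further: plate controls were DMSO wells with enzyme plus substrate for no effect and substrate without enzyme for full effect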
# Target sequence (P24666 whole entry, looked up): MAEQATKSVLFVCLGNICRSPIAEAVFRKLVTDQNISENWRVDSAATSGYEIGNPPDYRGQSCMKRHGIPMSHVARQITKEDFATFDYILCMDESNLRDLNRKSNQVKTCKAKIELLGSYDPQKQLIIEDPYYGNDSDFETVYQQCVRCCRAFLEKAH
#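 Assay system: LMPTP-A phosphatase enzyme | Input: 0.625 nM enzyme | Also added: Fluorogenic phosphatase substrate OMFP at 400 µM final | Compound dosing: One test concentration per compound, 20 µM, with 3% DMSO overall | Schedule: 50 min enzyme reaction at room temperature, protected from light | Signal: Fluorescence intensity | Benchmarks: no-enzyme and uninhibited controls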
# DNMT1 inh: human DNMT1 methyltransferase inhibitors, primary screen, biochemical, molecular beacon, fluorescence, HinP1I cleavage, uHTS | DNA (cytosine-5)-methyltransferase 1 (Homo sapiens), P26358 | inhibition (reported as % activation of signal), % at 10 µM | actives 0.83% (n = 360,000) | AID 588458, 2011; in the data active means inhibition above about 50%
# Starred values were filed as active, the others as inactive; i = inactive; / = not tested or not shown.
compound	Scp1 inh	SUMO1 PPI mod	Neddylation inh	SKN-1 inh	NadD block	CendR NRP1 mod	TbMetRS inhib	STEP block	LMPTP block	DNMT1 inh
O=C(c1cc(-c2cccnc2)nc2ccccc12)N1CCN(S(=O)(=O)c2ccc(Cl)s2)CC1	-2	-7	i	-4	3	-6	0.0	4	0.5	-4
Nc1nc(COc2ccc(F)cc2)nc(N2CCCCC2)n1	1	1	i	-4	-1	-23	-0.8	0	-0.6	-2
CC(=O)Nc1ccc(N2CCOCC2)c([N+](=O)[O-])c1	-3	-19	i	11	0	8	0.5	-2	-0.4	-1
Cc1cc(C)c(Cc2c(C)nc3c(C(=O)NCc4ccco4)cnn3c2C)c(C)c1	-11	0	/	0	7	2	-0.3	6	12	-10
O=C(COC(=O)/C=C/c1cccc(Cl)c1)NCCc1ccccc1	-1	1	i	0	-12	-9	-0.8	4	-0.2	-1
O=C(CSc1nnc(NC(=O)C2CC(=O)N(c3ccccc3)C2)s1)NC1CCCC1 (centres undefined)	-8	4	i	17	-3	-8	-0.6	-2	0.3	0
CCCOc1ccc(OC(=O)Cc2ccc(OC)c(S(=O)(=O)N3CCOCC3)c2)cc1	0	5	i	-6	-5	13	-0.5	-1	0.6	3
COC(=O)Cn1cnc2c(cnn2-c2ccccc2)c1=O	2	3	i	3	-1	1	-0.8	-3	1.7	13
c1ccc(SSc2ccccc2)cc1	-17	2	i	6	2	2	-0.2	6	-1.2	0
CC(=O)NC(c1ccccc1)c1nc(-c2cccc(C(C)C)c2)cs1 (centres undefined)	/	4	i	10	-4	-10	-0.3	2	0.8	18
COc1ccc(C(C)(O)c2nc(-c3ccc4ccccc4c3)cs2)cc1 (centres undefined)	/	2	i	4	-9	-3	-0.3	-2	4.0	-5
COc1cc(CCC(N)c2cccc(O)c2)cc(OC)c1OC (centres undefined)	-8	0	i	12	-4	26*	-0.3	-1	-2.2	3
CC(=O)Nc1ccc(S(=O)(=O)Oc2ccc(/C=C3\SC(N)=NC3=O)cc2)cc1	-5	-2	i	8	5	1	0.6	0	1.3	-11
CCN(CC)c1ccc(/C=C/C(=O)c2cccnc2)cc1	4	0	i	1	4	6	-1.8	0	-1.6	0
COC(=O)c1ccccc1NC(=O)CN1CCN(C(=O)c2ccco2)CC1	8	1	i	-10	-2	4	-1.5	-2	-1.1	3
CSc1ccc(Cl)c(C(=O)Nc2ccc(OCC(N)=O)cc2)c1	4	2	i	-8	1	-7	-1.4	0	0.3	6
COc1ccccc1/C=C/C(=O)N1CCCC1	-2	-3	i	5	1	5	-0.4	-1	-0.8	-6
Cc1[nH]n(-c2ccccc2)c(=O)c1C=Nc1cccc(F)c1	3	-24	i	10	-2	3	0.6	-1	-0.5	-2
COc1ccc(S(=O)(=O)N2CCN(C(=O)c3ccco3)CC2)cc1OC	0	2	i	1	-5	-3	-1.6	-1	-1.4	1
C[C@@H]1CN([C@H](C)CO)C(=O)CCCn2cc(nn2)CO[C@H]1CN(C)C(=O)c1ccc2ccn(C)c2c1	/	4	i	-4	1	11	0.7	-1	-1.1	5
CCCc1cc(=O)n2nc(N3CCC(C(=O)NCc4ccco4)CC3)sc2n1	-2	2	i	8	-1	-10	0.4	-2	1.2	0
COc1ccc(C/C(C)=N/NC(=O)c2ccc(C)cc2C)cc1	-4	1	i	5	-2	-5	-0.3	-3	-1.4	-1
Nc1cc2c(cc1O)CCCC2	-9	3	i	3	5	-31	0.4	1	3.5	-13
Cc1ccc(C)c2[nH]c(=O)c(CCNC(=O)c3ccc(S(=O)(=O)N4CCOCC4)cc3)cc12	-4	3	i	3	11	6	-0.3	-1	1.7	1
Cc1ccsc1/C=C(\CC(=O)O)c1nc2ccccc2o1	-10	-8	i	0	-5	0	0.2	0	-1.1	-1
CC1(c2ccccc2)NC(=O)N(CC(=O)N2CCN(S(=O)(=O)c3cccc([N+](=O)[O-])c3)CC2)C1=O (centres undefined)	-1	-20	i	8	1	9	-0.4	-1	0.0	0
COc1ccccc1-c1cnc(C(O)c2cc(C)c(OC)c(C)c2)[nH]1 (centres undefined)	/	0	i	-14	-4	-4	-0.2	3	-0.8	0
CCOC(=O)c1oc2cccc(OC(C)=O)c2c1C	-8	-1	i	4	-6	1	-0.6	0	-0.7	-2
COc1ccccc1N1CCN(S(C)(=O)=O)CC1	-6	-1	i	-8	-4	14	-0.7	-10	-1.2	2
OCCC1CN(Cc2cccn2-c2nccs2)CCN1Cc1ccc(F)c(F)c1 (centres undefined)	-4	1	i	-9	-1	-8	0.1	1	0.1	13
N#CCCCc1cn(-c2nc3ccccc3s2)nn1	/	-2	i	13	-3	10	-0.3	/	-0.6	/
CN(C(=O)c1cccc(NC(=O)Cc2cccc(NC(=O)C3CCN(C(=O)C4CCCC4)CC3)c2)c1)C1CCC1	4	0	i	-17	9	8	0.2	-2	-0.8	1
CCC(CC)C(=O)N(C)c1c(C)nc2c(OCC3CCCCC3)cccn12	/	0	i	5	4	-3	-0.2	3	0.2	-1
CCCSc1cc(=O)n(-c2ccc(F)cc2)nc1C(=O)OCC	-7	-21	i	2	6	-7	-0.4	-1	0.5	0
NS(=O)(=O)c1ccc(NC(=O)COC(=O)c2cccc(S(=O)(=O)N3CCCC3)c2)cc1	-11	0	i	-12	-3	-9	0.0	0	-1.0	5
Cc1ccc(NC(=O)C2CCN(C(=O)c3ccc(F)cc3)CC2)nc1	-7	-2	i	-5	1	8	-0.4	0	1.2	-7
COC(=O)C1=CO[C@@H](OC2OC(CO)C(O)C(O)C2O)[C@@H]2C(CO)=CC[C@H]12 (some centres undefined)	-2	3	i	-12	0	16	-0.3	0	-1.0	5
O=C(CC1Oc2ccc(Cl)cc2NC1=O)NC1CCCCCC1 (centres undefined)	-4	5	i	10	-2	-1	0.1	4	-0.4	1
Cc1nnc(SCC(=O)c2c[nH]c3ccccc23)n1C1CC1	4	1	i	22	2	-5	2.8	0	0.2	-1
COc1ccc(/C=N/OC(=O)c2ccc(Cl)cc2)c(Cl)c1OC	-6	10	i	16	-2	-3	0.3	3	0.2	10
Cc1nnc(NC(=O)CCn2cnc3ccccc3c2=O)s1	-14	2	i	-8	-4	7	-1.0	3	-0.4	1
Nc1ccccc1Sc1c[nH]c2ccccc12	2	-5	i	9	0	-7	0.1	-3	1.7	-18
COc1ccccc1CCN1CCCC(CN(C)C(=O)CCC(=O)N(C)C)C1 (centres undefined)	-5	4	i	-6	1	-2	-0.7	1	0.8	-2
O=c1[nH]c2ccc(NCc3ccccc3OCc3ccc(Cl)cc3)cc2[nH]1	-9	-2	i	-2	2	-5	0.5	2	3.4	-13
CC1(C)N(OCc2ccccc2)C(=O)C(=O)N(OCc2ccccc2)C1(C)C	-6	-3	i	-2	-6	-5	-0.6	1	-0.6	0
Cn1cc(C(=O)c2ccc(Cl)cc2Cl)cc1C(=O)NN	-12	2	i	7	0	0	0.5	0	-0.7	-3
C#CCCc1cscc1/C=[N+](\[O-])c1ccc(C(=O)OCC)cc1	-6	-16	i	9	1	6	-0.4	0	1.2	-7
CS(=O)(=O)c1ccc(NC(=O)c2ccccc2-n2cnnn2)cc1	35	-11	i	-2	-2	-7	0.5	-1	-0.9	2
CC1CCCN(c2nc3ccccc3nc2C(C#N)S(=O)(=O)c2cccs2)C1 (centres undefined)	0	-4	i	-18	1	1	1.3	-5	0.9	-6
O=C(Cn1cnc([N+](=O)[O-])n1)NCCO	-1	-7	i	3	3	-2	0.2	-12	0.6	-1
CCOC(=O)CCc1c(C)nc2cc(-c3ccc(Cl)cc3)[nH]n2c1=O	-3	5	i	26	4	7	-0.9	0	-0.3	-16
O=C(C[C@H]1C(=O)N(C2CCCCC2)C[C@@H]1c1ccccc1)Nc1ccc(Br)cc1	/	1	i	-19	-6	-19	1.9	-2	-0.4	3

# In the list so far, seven have an NH in an aromatic ring:
compound	Scp1 inh	SUMO1 PPI mod	Neddylation inh	SKN-1 inh	NadD block	CendR NRP1 mod	TbMetRS inhib	STEP block	LMPTP block	DNMT1 inh
Cc1[nH]n(-c2ccccc2)c(=O)c1C=Nc1cccc(F)c1	3	-24	i	10	-2	3	0.6	-1	-0.5	-2
Cc1ccc(C)c2[nH]c(=O)c(CCNC(=O)c3ccc(S(=O)(=O)N4CCOCC4)cc3)cc12	-4	3	i	3	11	6	-0.3	-1	1.7	1
COc1ccccc1-c1cnc(C(O)c2cc(C)c(OC)c(C)c2)[nH]1 (centres undefined)	/	0	i	-14	-4	-4	-0.2	3	-0.8	0
Cc1nnc(SCC(=O)c2c[nH]c3ccccc23)n1C1CC1	4	1	i	22	2	-5	2.8	0	0.2	-1
Nc1ccccc1Sc1c[nH]c2ccccc12	2	-5	i	9	0	-7	0.1	-3	1.7	-18
O=c1[nH]c2ccc(NCc3ccccc3OCc3ccc(Cl)cc3)cc2[nH]1	-9	-2	i	-2	2	-5	0.5	2	3.4	-13
CCOC(=O)CCc1c(C)nc2cc(-c3ccc(Cl)cc3)[nH]n2c1=O	-3	5	i	26	4	7	-0.9	0	-0.3	-16
